Assay outcomes (PubChem BioAssay)
V-ATPase pH: yeast V-ATPase proton transport regulation by pHLuorin; S. cerevisiae, pHLuorin cytosolic pH fluorescence; response, % at 10 µM; 0.37% of 350,000 active; AID 504577; in the data active = response mostly above about 7.3%, no sharp cut-off; inactive = mostly below about 5.4%; also: actives read high; inactives centre near 0; some compounds called inactive have numbers as strong as hits; reference of the scale not given here
Tat transport: E. coli Tat transport inhibition. E. coli MC4100 TorA-mCherry Tat export, fluorescence. 0.036% of 340,000 active. inhibition, % at 10 µM;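 active = mean replicate inhibition at least 50% and at least half of replicates individually reaching 50%; inconclusive = only one of the two criteria met; inactive = neither criterion met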;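 also: exported cargo escapes ClpAP degradation while cytoplasmic cargo is degraded and loses fluorescence; 0% = median of neutral control wells and 100% = median of NaSCN control wells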
Wnt bcat act: Wnt/beta-catenin pathway activation. Wnt/beta-catenin reporter cell assay, activator, plate reader. activation, % at 9.35 µM. 1.2% of 300,000 active; in the data active = activation above about 30%, passing the limit was not always enough; inconclusive = no clear call, values can overlap the other calls;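 also: 0% = neutral control wells and 100% = positive control wells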
Rtt109 Vps75: blocks Candida albicans Rtt109/Vps75 acetyltransferase activity. 0.16% of 330,000 active. inhibition, % at 34.9 µM. AID 540336. purified Rtt109/Vps75, ThioGlo CoA-SH fluorescence, 4 h;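 active = inhibition of at least 50% in every replicate; inconclusive = best replicate reaches 50% inhibition but some replicates fall short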
CAL PDZ FP-1: human CAL PDZ-peptide interaction inhibition. Q9HD26. 0.02% of 330,000 active. AID 504414. inhibition, % at 20 µM. purified CAL PDZ, TMR-peptide fluorescence polarization, 1 h;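 active = highest replicate inhibition of at least 40%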;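 also: plate controls were DMSO neutral control wells for no effect and unlabeled competitor peptide control wells for full effect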
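Material: tagged CAL PDZ domain; buffer or medium: 25 mM sodium phosphate pH 7.4, 150 mM NaCl, TCEP, IgG, Thesit; compound dosing: single point, 20 µM; schedule: 1 h incubation at room temperature before polarization reading; measured by: FP readout, S and P plane fluorescence; read-out basis: percent inhibition from loss of millipolarization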
RTF Ca sens act: increases calcium sensitivity of human cardiac regulated thin filaments. P19429+P45379. IANBD-labeled TnC RTF fluorescence at EC20 calcium; 0% EC20 calcium, 100% full calcium. activation, % at 7.2 µM. 0.24% of 340,000 active;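 active = activation above the mean over all tested compounds plus 3 SD, cut at about 30% in these data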;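 also: rise in fluorescence read as greater calcium sensitivity of cardiac thin filaments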
CAL PDZ FP-2: CAL PDZ (human) peptide binding inhibition; purified CAL PDZ, TMR-peptide fluorescence polarization, 1 h; inhibition, % at 24.9 µM; 0.92% of 300,000 active; AID 602252;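 active = mean inhibition of at least 30% with at least half of replicates also reaching 30%; inconclusive = no clear call, values can overlap the other calls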;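 also: 0% = DMSO neutral control and 100% = excess unlabeled competitor peptide PRC23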
MITF TRPM1 HTS: increases MITF-driven TRPM1 promoter luciferase signal; SK-MEL-5 TRPM1-promoter luciferase, 24 h; % of positive control, neutral wells = 0; 0.75% of 300,000 active; activation, % at 12.5 µM;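 active = mean activation of at least 80% with every replicate also reaching 80%; inconclusive = mean reaches 80% but some replicate falls short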;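 also: 0% = neutral control wells and 100% = parthenolide positive control wells; values of inactives mirror those of a sister screen read the other way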
CDK5 inh: inhibitors of human CDK5/p35 kinase. Q00535+Q15078. Recombinant CDK5/p35, ADP-Glo luminescence, 60 min. inhibition, % at 10 µM. 0.01% of 330,000 active;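 active = highest replicate inhibition of at least 50% and at least 75% of replicates reaching 50%; inconclusive = only one of the two criteria met; inactive = both criteria failed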;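 also: plate controls were DMSO neutral control for no effect and GW8510 at 10 µM for full effect; many of its hits are not listed in these tables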
Target sequence (Q00535 whole entry, looked up): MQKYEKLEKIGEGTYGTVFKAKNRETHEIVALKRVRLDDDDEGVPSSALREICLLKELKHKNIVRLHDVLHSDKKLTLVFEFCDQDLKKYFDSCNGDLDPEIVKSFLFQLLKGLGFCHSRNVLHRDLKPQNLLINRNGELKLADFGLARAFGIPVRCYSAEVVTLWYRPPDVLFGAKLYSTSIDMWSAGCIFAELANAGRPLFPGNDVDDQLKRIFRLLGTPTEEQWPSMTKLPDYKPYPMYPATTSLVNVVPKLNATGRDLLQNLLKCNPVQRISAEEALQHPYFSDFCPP
Target sequence (Q15078 whole entry, looked up): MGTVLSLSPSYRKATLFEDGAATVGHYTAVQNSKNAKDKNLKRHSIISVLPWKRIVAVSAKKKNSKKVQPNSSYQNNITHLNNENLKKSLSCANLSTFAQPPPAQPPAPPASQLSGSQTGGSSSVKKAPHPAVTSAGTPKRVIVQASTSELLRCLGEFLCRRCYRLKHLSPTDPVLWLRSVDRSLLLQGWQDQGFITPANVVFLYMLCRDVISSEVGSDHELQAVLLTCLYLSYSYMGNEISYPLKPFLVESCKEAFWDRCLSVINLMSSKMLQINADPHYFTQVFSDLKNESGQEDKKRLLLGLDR
dFosB act: mouse delta FosB homodimer activation; AID 493131; 0.99% of 340,000 active; P13346; purified delta FosB, TAMRA-CDK5 oligo fluorescence polarization; percent of positive-control signal above neutral wells; activation, % at 25 µM;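 active = mean activation above about 17%, with every replicate also reaching it, limit read from the data, passing the limit was not always enough; inconclusive = only one of the two conditions met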;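 also: fluorescence polarization rise as delta FosB binds a TAMRA Cdk5 AP-1 oligo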
Target sequence (P13346 whole entry, looked up): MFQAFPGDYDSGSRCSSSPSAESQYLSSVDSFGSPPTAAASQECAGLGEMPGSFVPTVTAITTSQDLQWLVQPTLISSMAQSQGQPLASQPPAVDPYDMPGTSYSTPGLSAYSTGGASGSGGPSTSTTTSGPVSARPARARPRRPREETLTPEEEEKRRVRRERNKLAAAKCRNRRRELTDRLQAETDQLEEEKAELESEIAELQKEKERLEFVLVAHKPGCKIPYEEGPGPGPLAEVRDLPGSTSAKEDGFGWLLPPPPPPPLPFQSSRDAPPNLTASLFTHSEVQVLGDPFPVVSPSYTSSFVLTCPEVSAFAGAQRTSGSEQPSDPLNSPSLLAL
* = called active by the depositor; ? = inconclusive; nt = no result given.

no.	CAL PDZ FP-2	RTF Ca sens act	V-ATPase pH	Rtt109 Vps75	Wnt bcat act	Tat transport	dFosB act	CDK5 inh	CAL PDZ FP-1	MITF TRPM1 HTS	mol
1	-1	2	-2	12	0	-5	-5	-1.8	0.2	-10	COc1ccc(CN2CCN(S(=O)(=O)c3ccccc3)CC2)c(OC)c1OC
2	-5	5	0	-10	1	-7	-2	-2.0	-2.0	-6	C/C(=N\NC(=O)c1ccc(Br)o1)c1cc2c(cc1NC(=O)CCC(=O)O)OCO2
3	5	6	7	2	-2	1	-4	1.6	-2.8	-2	O=C(COC(=O)Cc1ccc(F)cc1)NC1CCS(=O)(=O)C1 (stereo not given)
4	-1	4	1	0	-4	-7	-5	0.0	0.0	2	COc1ccc(CCNC(=O)c2ccc(CN3CCC(Cc4ccccc4)CC3)cc2)cc1
5	5	2	1	32	0	2	-1	-1.8	-2.3	7	CC(=O)c1cccc(NC(=O)C2=CC(c3cccs3)=NS(=O)(=O)N2C)c1
6	-7	-2	-2	-2	10	-7	-1	-0.7	-2.3	8	COc1ccc(CNC(=O)Cc2ccc(NC(=O)C3=C(C)OCCS3)cc2)cc1
7	0	-3	4	-6	-3	-10	8	0.3	-2.1	3	O=C(CN1C(=O)COc2ccccc21)Nc1ccc(N2CCOCC2)cc1
8	-3	-4	2	5	-2	0	-13	-2.2	-2.0	-5	CCOC(=O)C1CCN(C(=O)c2cc(CN3C(=O)c4ccccc4C3=O)ccc2OCC)CC1
9	nt	6	0	-8	-1	-1	3	1.1	-1.6	-9	O=C(CCc1nc2ccccc2c(=O)[nH]1)OCCOc1ccc(Cl)cc1
10	-2	-7	5	7	-1	-8	-7	-0.5	0.1	6	COC(=O)C1(NC(=O)CNC(=O)OCc2ccccc2)CCCC1
11	2	8	-5	1	3	2	4	0.0	nt	nt	C/C(CC1(O)/C(=N/O)CCc2nonc21)=N\O (stereo not given)
12	7	5	3	0	nt	-3	?	-0.9	-2.5	25	Cc1ccc(-c2nnc3sc(-c4ccncc4)nn23)cc1
13	-1	6	0	9	nt	-10	-2	0.7	nt	9	Cc1ccc(S(=O)(=O)N2CCOCC(=O)NCCOCCNC(=O)COCC2)cc1
14	-7	2	4	17	0	5	3	-1.7	-2.1	0	CC(NC(=O)CNC(=O)c1ccco1)c1ccccc1 (stereo not given)
15	nt	-1	0	8	-3	2	-14	-0.9	-2.3	18	COc1ccc(N(CC(=O)NN=C2CCN(C)CC2)S(=O)(=O)c2ccc(NC(C)=O)cc2)cc1
16	-2	-3	0	27	0	19	-21	0.3	-1.7	-9	Cc1cc(C)c2cc(CN(Cc3nnnn3C3CCCCC3)CC3CCCO3)c(=O)[nH]c2c1 (stereo not given)
17	6	-2	0	2	2	-1	-4	-1.9	-0.8	-15	CCOC(=O)C1CCCN(S(=O)(=O)c2cc3c4c(c2)CCC(=O)N4CCC3)C1 (stereo not given)
18	-1	5	-4	-3	-3	-5	-2	0.1	0.3	3	COC(=O)c1sc(S(=O)(=O)N2CCN(CCO)CC2)c(C(=O)OC)c1C
19	-8	4	2	1	-3	0	-13	0.1	-3.7	13	CCCC(=O)Nc1ccc(Cl)c(NC(=O)CC)c1
20	-1	-3	-5	7	nt	-4	-16	-0.6	-0.1	-5	COc1ccc(-c2nnc(SCC(=O)c3ccco3)n2-c2ccccc2)cc1
21	2	2	3	20	0	-4	-2	0.7	-0.6	5	CCc1cccc(C)c1NC(=S)N(CCN(C)C)Cc1cccs1
22	1	-3	nt	nt	nt	10	-14	-2.9	-3.2	-4	CC1Cc2ccccc2N1CC(=O)NC(c1ccccc1)c1ccccc1 (stereo not given)
23	-4	-1	-3	-4	40*	-2	-11	0.7	-1.8	-2	COc1ccc(S(=O)(=O)N2CCOCC2)cc1NC(=O)c1ccc2c(c1)OCCO2
24	-3	10	4	8	-1	1	-6	0.8	-1.3	1	CC(C)C[C@H](N)C(=O)N1CCC(C(=O)N[C@H](C(=O)NCc2ccc(F)cc2)C(C)C)CC1
25	-4	0	-2	3	2	-1	-6	0.2	-0.2	-11	CS(=O)(=O)N(CC(=O)N1CCCCC1)Cc1ccccc1

In the list so far, 3 contain a furan ring, fused or not.
no.	CAL PDZ FP-2	RTF Ca sens act	V-ATPase pH	Rtt109 Vps75	Wnt bcat act	Tat transport	dFosB act	CDK5 inh	CAL PDZ FP-1	MITF TRPM1 HTS	mol
2	-5	5	0	-10	1	-7	-2	-2.0	-2.0	-6	C/C(=N\NC(=O)c1ccc(Br)o1)c1cc2c(cc1NC(=O)CCC(=O)O)OCO2
14	-7	2	4	17	0	5	3	-1.7	-2.1	0	CC(NC(=O)CNC(=O)c1ccco1)c1ccccc1 (stereo not given)
20	-1	-3	-5	7	nt	-4	-16	-0.6	-0.1	-5	COc1ccc(-c2nnc(SCC(=O)c3ccco3)n2-c2ccccc2)cc1

(more compounds)
no.	CAL PDZ FP-2	RTF Ca sens act	V-ATPase pH	Rtt109 Vps75	Wnt bcat act	Tat transport	dFosB act	CDK5 inh	CAL PDZ FP-1	MITF TRPM1 HTS	mol
26	-9	1	0	23	-4	-7	26*	2.6	-5.0	16	CCOc1cc2[nH]c(=O)n(Cc3ccc(C(=O)NCCCN4CCC(C)CC4)cc3)c(=O)c2cc1OCC
27	0	7	0	1	20	3	-12	0.0	-2.2	-6	COc1ccc(C(=O)NC(=S)Nc2cccc3cc(O)ccc23)cc1OC
28	4	0	-3	-18	nt	-5	6	nt	-0.2	-9	NC(=O)CSc1nnc(-c2ccccc2Br)n1-c1cccc(C(F)(F)F)c1
29	-4	-2	1	4	2	1	-7	-2.1	-0.8	20	CNC(=O)c1c(NC(=O)c2ccco2)sc2c1CCC2
30	0	-4	2	-5	3	-4	0	-1.3	0.6	1	Cn1cc(CCC(=O)N2CCCC(N3CCN(c4ccccc4F)CC3)C2)cn1 (stereo not given)
31	-2	-3	0	2	4	4	-5	0.7	-0.9	13	Cc1ccc(NC(=S)/C(=C(\[O-])c2ccc(F)cc2)[n+]2ccccc2)cc1
32	4	-5	-1	-11	41*	8	3	1.5	-0.3	65	COc1ccc(Nc2nc3ccccc3n2C)cc1
33	-1	7	-6	3	-6	3	-3	0.7	-0.8	-22	COc1ccc(C2=NOC(Cn3nc(C(=O)NCc4ccc(OC(F)(F)F)cc4)cc3-c3ccccc3)C2)cc1 (stereo not given)
34	1	1	2	-10	1	-1	-13	1.5	-0.2	19	O=C(COc1cc(O)c2c(=O)cc(-c3ccccc3)oc2c1)c1cccc([N+](=O)[O-])c1
35	-3	0	-3	0	3	5	-5	-1.0	-3.2	2	O=C(CSc1nnc(COc2ccc(Cl)cc2)o1)NC1CC2CCC1C2 (stereo not given)
36	7	-8	2	-4	nt	-1	0	15	-0.3	-6	O=C(CN1C(=O)c2ccccc2C1=O)NCC1CCCO1 (stereo not given)
37	-6	-7	-5	5	nt	-1	-5	0.0	nt	60	Clc1ccccc1OCCn1cnc2ccccc21
38	0	-2	4	-6	-3	-3	?	-1.9	-1.7	-3	CC(C)CN(C(=O)COC(=O)CSc1ccccc1F)c1c(N)n(Cc2ccccc2)c(=O)[nH]c1=O
39	-3	2	9	1	-2	0	-7	-1.1	-2.7	-12	COc1ccc(C(=S)N2CCOCC2)cc1OC(=O)c1ccc([N+](=O)[O-])cc1[N+](=O)[O-]
40	-4	34*	2	-2	nt	4	-8	1.7	0.3	20	CCCN(CCC)c1nc2c(C)cccn2c(=O)c1/C=C1/SC(=S)N(Cc2ccco2)C1=O
41	-4	1	-1	-1	nt	-9	-1	0.8	nt	-1	CC(=O)c1cccc(NC(=O)N2CCCC2C(=O)Nc2c(C)cccc2C)c1 (stereo not given)
42	-2	-3	-1	9	-1	-2	-3	-1.1	-0.2	8	O=C(COC(=O)CCc1ccccc1)Nc1ccccc1OC(F)F
43	-2	8	3	10	nt	2	0	0.2	0.5	-16	CC(=O)Nc1ccc(S(=O)(=O)NCCC(=O)NCCc2ccc(F)cc2)cc1
44	2	3	-4	-7	0	4	-3	0.6	0.3	5	CC(C)[C@H](NC(=O)c1ccco1)C(=O)OCC(=O)N1CCc2ccccc21
45	-2	-1	1	2	24	1	2	-1.5	-2.2	6	COc1ccccc1C(=O)NNC(=O)c1cccc(Cl)c1
46	-2	4	-1	-1	-1	10	-16	-1.4	-3.4	-6	CN(CCc1ccccc1)C(=O)c1cccc(NC(=O)Cc2cccc(NC(=O)C3CCCN(C(=O)C4CCCCC4)C3)c2)c1 (stereo not given)
47	-1	4	-1	3	-2	14	-20	-1.6	-0.7	-19	COc1ccc2[nH]c3c(c2c1)CCN1C(=O)C(CC(=O)NCc2cccc(C(F)(F)F)c2)C[C@H](C(=O)N2CCCCC2)[C@@]31C (stereo not given in full)
48	1	0	-7	-16	nt	-3	-1	2.1	0.0	35	COc1cccc(NC(=O)c2ccco2)c1
49	-5	0	-1	13	nt	-2	-3	1.4	-0.3	nt	CC(SCCc1ccccn1)C(=O)O (stereo not given)
50	-3	-1	-3	10	-1	-1	-5	-1.9	-1.8	9	COc1ccc([C@@H]2CC=C(C(=O)O)[C@H](c3ccc(Cl)cc3)N2S(=O)(=O)c2ccc(C)cc2)cc1OC
51	-1	-2	-2	15	-13	3	-5	0.5	-3.5	15	COCc1cc(/C=N\NC(=O)Cc2ccc(Cl)cc2)ccc1OC
52	-4	0	-1	-4	-2	8	-4	22	-1.6	10	CCC(C)(C)C1CCc2[nH]nc(C(=O)NCc3ccccn3)c2C1 (stereo not given)
53	1	1	3	5	0	-3	-11	0.8	-4.2	2	COc1ccc(C(CC(=O)O)N2Cc3ccccc3C2=O)cc1OC (stereo not given)
54	2	-5	-2	1	-1	1	9	1.0	-0.8	-2	O=C1CN(C(=O)COC(=O)c2ccc(Cl)cc2)c2ccccc2N1
55	-2	1	-3	7	nt	-3	5	3.3	0.5	5	O=C(Nc1ccc(N2CCN(C(=O)c3ccc(Cl)cc3)CC2)cc1)c1ccc(Br)o1
56	-1	2	-3	-4	nt	6	-2	1.6	-3.0	45	Clc1ccc(-c2cnc3ccccc3n2)cc1
57	0	-3	-1	nt	nt	4	-5	1.2	-2.3	11	CCN=C1SC(CC(=O)Nc2ccc(C(F)(F)F)cc2)C(=O)N1CC (stereo not given)
58	-6	2	-2	6	5	-8	-2	0.3	0.0	2	COc1ccc(C2=C(SC)CC2=NC(C)(C)C)cc1
59	2	-1	0	1	1	2	0	-1.1	-1.0	-8	Cc1ccc2ccc[n+](Cc3ccccc3)c2c1
60	17	-6	2	-8	-1	1	-3	-2.3	0.3	nt	CCN(CC)Cc1c(C(=O)N/N=C/c2cccnc2)nnn1-c1nonc1N
61	nt	-1	2	-4	-4	5	0	2.0	-1.5	-3	CC(=O)c1cccc(NC(=O)C2CC(=O)N(c3ccc4c(c3)OCCO4)C2)c1 (stereo not given)
62	-5	1	-3	-5	-2	2	0	-1.5	0.6	4	Cc1nn(Cc2ccc(F)cc2)c(C)c1NC(=O)CCCn1nc([N+](=O)[O-])cc1C
63	4	0	-3	5	0	-7	7	-0.9	0.7	8	COc1cc2ncnc(Nc3ccc4c(c3)OCO4)c2cc1OC

This is a random part of the collection. Share with any hit: about 4.1%.
